Screens (PubChem)
TrxR1 substrate – qHTS Assay for Substrates of Mammalian Selenoprotein Thioredoxin Reductase 1 (TrxR1): qHTS; Thioredoxin reductase 1, cytoplasmic (Rattus norvegicus), O89049; purified TrxR1 substrate turnover, NADPH consumption readout; Potency, µM (titrated, usually from 114 µM), inactives show top-dose activity change, negative = substrate turnover; 390,000 compounds, 0.01% hits; note: potency is the fitted concentration of half-maximal effect; % is set by controls: 0 for no effect and ±100 for the full control effect; nearly all actives have a fitted effect of over 50% in size
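Rat TrxR1, dispensed at 90 nM, was prereduced with 400 uM NADPH (final) for 5 min at ~22 deg C, then incubated with compound 15 min before 400 uM selenite. A first-read NADPH fluorescence drop versus no-compound background flagged substrates.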
rTrxR1 inhibitor – qHTS Assay for Inhibitors of Mammalian Selenoprotein Thioredoxin Reductase 1 (TrxR1): qHTS; Thioredoxin reductase 1, cytoplasmic (Rattus norvegicus), O89049; recombinant rTrxR1, NADPH fluorescence consumption, selenite substrate; Potency, µM (top dose mostly 114 µM), for the others: at the top dose activity change, negative = inhibition, most hits filed as inhibitors; 390,000 compounds, 1% hits; AID 588453, 2011; note: potency is the fitted concentration of half-maximal effect; % is set by controls: 0 for no effect and ±100 for the full control effect; nearly all actives have a fitted effect of over 65% in size
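Rat TrxR1 (90 nM in the dispensed reagent) was pre-reduced with 400 uM NADPH for 5 min at room temperature, then incubated with compound for 15 min. After 400 uM selenite was added, NADPH fluorescence (Ex 340/Em 450 nm) was followed for 8 min.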
Vif-A3F inh – qHTS for Inhibitors of Vif-A3F Interactions: qHTS; Potency, µM (highest dose often 46.1 µM), inactives show top-dose activity, negative = active; 390,000 compounds, 0.2% hits; AID 602313, 2012; HeLa A3F-eYFP + Vif (tagged APOBEC3F with the HIV-1 protein that degrades it), YFP fluorescence increase; note: potency is the fitted concentration of half-maximal effect; % of control where 0% means no effect; nearly all actives have a fitted effect of over 65% in size
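HeLa cells stably expressing A3F-eYFP plus Vif, plated and incubated overnight at 37 deg C, then exposed to compounds overnight at 37 deg C. Blocked degradation read as raised yellow fluorescence (Ex 488/Em 500-530).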
LDHA inh – qHTS assay for inhibitors of human lactate dehydrogenase; 480,000 compounds, 0.15% hits; purified LDHA, NADH/diaphorase-resazurin fluorescence; hits give low values; activity change, % (values are at about 110 or 230 µM); L-lactate dehydrogenase A chain (Homo sapiens), P00338; in the data active = activity change below about -30%; inconclusive = mostly about -25% to -30%;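 note: plate controls were DMSO wells for no effect and wells without enzyme for full effect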
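Human LDH5 at 2 nM final in Tris HCl pH 7.4 with 0.06 mM NADH and 0.2 mM pyruvate, reacted 5 minutes at room temperature. Remaining NADH coupled via diaphorase/resazurin; resorufin fluorescence read at 0 and 20 minutes, normalized to enzyme-free and DMSO wells.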
GRP78 ERSR act – qHTS for Inducers of the Endoplasmic Reticulum Stress Response (ERSR) in Human Glioma: qHTS; U87-MG GRP78 promoter luciferase reporter, 16 h; Potency, µM, for the others: at the top dose activation, actives largely listed as activators; 420,000 compounds, 0.02% hits; note: potency is the fitted concentration of half-maximal effect; series mostly up to about 76 µM; % of control where 0% means no effect; nearly all actives have a fitted effect of over 35% in size
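Stably transfected U87-MG glioma cells carrying a GRP78-based luciferase sensor; 16 h compound incubation. Luminescence end-point read 10 min after Bright-Glo addition at room temperature.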
Vif-APOBEC3G blk – qHTS for Inhibitors of Vif-A3G Interactions: qHTS. DNA dC->dU-editing enzyme APOBEC-3G (Homo sapiens), Q9HC16. 410,000 compounds, 0.076% hits. AID 602310, 2012. HeLa A3G-eYFP + Vif (tagged APOBEC3G with the HIV-1 protein that degrades it), YFP fluorescence, overnight. Potency, µM (titrated, usually from 46.1 µM), inactives show at the highest dose activity, negative = active, actives largely listed as inhibitors;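 note: potency is the fitted concentration of half-maximal effect; % is set by controls: 0 for no effect and ±100 for the full control effect; nearly all actives have a fitted effect of over 60% in size; hits raise eYFP signal because A3G escapes Vif-driven loss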
Target sequence (Q9HC16 whole entry, looked up): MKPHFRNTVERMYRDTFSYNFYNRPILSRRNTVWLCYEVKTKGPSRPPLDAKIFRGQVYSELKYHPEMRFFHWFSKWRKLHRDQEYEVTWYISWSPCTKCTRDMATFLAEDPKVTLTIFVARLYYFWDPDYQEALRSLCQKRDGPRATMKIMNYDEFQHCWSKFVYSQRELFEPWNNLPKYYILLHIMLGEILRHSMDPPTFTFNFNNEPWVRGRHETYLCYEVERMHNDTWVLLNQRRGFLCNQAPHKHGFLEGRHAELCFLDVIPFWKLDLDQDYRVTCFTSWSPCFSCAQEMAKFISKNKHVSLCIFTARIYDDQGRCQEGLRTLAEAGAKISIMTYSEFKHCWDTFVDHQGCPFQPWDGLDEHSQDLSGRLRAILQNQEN
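HeLa cells stably expressing Vif and C-terminally eYFP-tagged A3G, seeded overnight at 37 deg C, then exposed to compound by pintool overnight at 37 deg C. Rise in yellow fluorescence (Ex 488/Em 500-530, Acumen) marks blocked Vif-driven A3G degradation.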
RGS4 inh – Inhibitors of Regulator of G Protein Signaling (RGS) 4: qHTS | 390,000 compounds, 0.039% hits | Potency, µM (highest dose often 114 µM), inactives show top-dose activity change, negative = inhibition, most hits filed as inhibitors | Transcreener GDP fluorescence polarization, RGS4-accelerated GTP hydrolysis | Regulator of G-protein signaling 4 (Homo sapiens), P49798; note: potency is the fitted concentration of half-maximal effect; % is set by controls: 0 for no effect and ±100 for the full control effect; nearly all actives have a fitted effect of over 75% in size; some results filed as inactive show a strong effect at the top dose
Target sequence (P49798 whole entry, looked up): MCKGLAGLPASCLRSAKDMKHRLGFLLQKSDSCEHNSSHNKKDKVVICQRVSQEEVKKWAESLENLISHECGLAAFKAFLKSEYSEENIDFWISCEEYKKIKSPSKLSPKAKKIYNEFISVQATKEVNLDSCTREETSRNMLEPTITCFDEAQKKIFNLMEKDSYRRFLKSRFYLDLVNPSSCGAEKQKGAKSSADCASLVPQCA
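MLSMR compounds (23 nl, pin-transferred) preincubated 10 min at room temperature with a 500nM (2x) first reagent, then RGS4 at 900nM (2x) plus Transcreener GDP mix added; fluorescence polarization (620/688 nm) read before and after 90 min at 30 °C.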
USP1-UAF1 inh – Inhibitors of USP1/UAF1: Primary Screen; Ubiquitin carboxyl-terminal hydrolase 1 (Homo sapiens), O94782; Potency, µM (highest dose often 57.1 µM), for the others: at the top dose activity change, negative = inhibition, hits mostly inhibitors; 390,000 compounds, 0.23% hits; recombinant USP1/UAF1, Ub-Rhodamine cleavage fluorescence; note: potency is the fitted concentration of half-maximal effect; % is set by controls: 0 for no effect and ±100 for the full control effect; nearly all actives have a fitted effect of over 60% in size; inactives centre near -12
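1 nM enzyme complex + cpd, 15 min RT; start with Ub-Rho 150nM final; kinetic fluorescence ex 480/em 540, 6 reads q60 s. Buffer 50mM HEPES pH 7.8, 0.5mM EDTA, 0.1 mg/ml BSA, 1mM TCEP, 0.01% Tween-20.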
mIDH1 inhibitor – qHTS for Inhibitors of mutant isocitrate dehydrogenase 1 (IDH1): qHTS; AID 602179, 2012; 390,000 compounds, 0.093% hits; IDH1-R132H enzyme, NADPH consumption, diaphorase/resazurin fluorescence; Isocitrate dehydrogenase [NADP] cytoplasmic (Homo sapiens), O75874; Potency, µM (highest dose often 76.6 µM), without a hit: top-dose activity change, negative = inhibition, hits mostly inhibitors; note: potency is the fitted concentration of half-maximal effect; % is set by controls: 0 for no effect and ±100 for the full control effect; nearly all actives have a fitted effect of over 65% in size
Target sequence (O75874 whole entry R132H, stated change not applied): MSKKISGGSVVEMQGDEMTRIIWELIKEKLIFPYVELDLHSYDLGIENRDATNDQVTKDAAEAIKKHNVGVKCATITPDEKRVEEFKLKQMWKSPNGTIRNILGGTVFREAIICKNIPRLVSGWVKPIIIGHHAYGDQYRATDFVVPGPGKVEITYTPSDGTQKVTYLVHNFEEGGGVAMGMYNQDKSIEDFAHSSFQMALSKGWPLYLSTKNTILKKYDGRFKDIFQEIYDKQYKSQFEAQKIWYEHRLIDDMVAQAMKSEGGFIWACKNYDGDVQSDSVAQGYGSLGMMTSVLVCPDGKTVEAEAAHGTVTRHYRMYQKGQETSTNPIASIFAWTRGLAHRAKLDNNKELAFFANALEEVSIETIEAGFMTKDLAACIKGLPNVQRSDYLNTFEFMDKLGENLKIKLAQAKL
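IDH1-R132H (0.5 ug/mL) preincubated 30 min with compound, then NADPH (0.016 mM) and alpha-KG (2 mM) added; 80 min at RT, pH 7.5. Remaining NADPH coupled via diaphorase/resazurin to fluorescence (540/590 nm); concentration-response curves normalized to no-enzyme control.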
* = called active by the depositor; ? = inconclusive; . = not tested or not shown; [ ] = remark or other dose. Unless noted, calls come from the whole dose curve; as a rule, active = well fitted curve in the direction sought with a large enough effect; inconclusive = small, poorly fitted or top-dose-only effect, or another doubt; inactive = no such curve, though single readings can be large; an effect the other way counts as inactive or inconclusive. These rows are one share of the data; count on the stated rates, not on these rows.

SMILES	TrxR1 substrate	rTrxR1 inhibitor	Vif-A3F inh	LDHA inh	GRP78 ERSR act	Vif-APOBEC3G blk	RGS4 inh	USP1-UAF1 inh	mIDH1 inhibitor
O=C(NC1CCCCC1)c1sc(=S)n2c1[nH]c(=O)c1ccccc12	-1%	-23%	4%	-7	-5%	1%	?	-19%	8%
COCCn1cnc2c(c1=O)c1nc3ccccc3nc1n2/N=C/c1ccco1	1%	4%	0%	1	-3%	1%	-4%	-17%	3%
CSCCC1NC(=O)N(C(C)C(=O)Nc2cc(Cl)cc(Cl)c2)C1=O (stereo not given)	8%[57.1 µM]	18%[57.1 µM]	0%	-8	-1%	1%	-12%	-5%	6%
CC(=O)Nc1ccc(NC(=O)CCc2nc3sc4c(c3c(=O)[nH]2)CCCC4)cc1	-6%	-5%	-24%	-3	-4%	-6%	-19%	-9%	8%
COc1ccccc1CN1CC(C(=O)NCCCCc2ccccn2)CCC1=O (stereo not given)	.	.	0%	1	-2%	5%	.	-19%	3%
CCOC(=O)c1nn(-c2ccccc2)c2nc(Nc3ccccc3)cc(=O)n12	-2%	0%	.	-2	3%	0%	-11%	-11%	1%
Cc1cccc(C(=O)Nc2ccccc2SCc2cc(=O)c3cccc(C)c3[nH]2)c1	1%[57.1 µM]	32%[57.1 µM]	0%	-1	-4%	-3%	-14%	-13%	-6%
Brc1cc(Cc2nnc(-c3ccccc3)o2)c(Br)s1	2%	13%	-11%	-3	2%	-2%	4%	-25%	8%
O=C1NC(Cc2ccccc2)c2nc3cc(Cl)ccc3c(=O)n2-c2ncccc21 (stereo not given)	.	.	-2%	-1	-7%	0%	.	-7%	12%
Cc1ccc2c(=O)c(C(=O)c3ccccc3)cn(CC(=O)Nc3ccccc3)c2n1	1%[57.1 µM]	30%[57.1 µM]	?	-7	-2%	?	6%	-25%	8%
NC(=S)NNC(=O)[C@@H]1CCCC[C@@H]1C(=O)O	2%[57.1 µM]	-1%[57.1 µM]	-9%	-3	-5%	2%	-35%	-6%	-2%
COc1ccc(CCC(C)NC(=O)CCc2ccccc2)c(OC)c1 (stereo not given)	-4%[11.4 µM]	-6%[11.4 µM]	-25%	-6	-4%	-9%	8%	-32%	-2%
Oc1c(CN2CCCCC2)ccc2cccnc12	-15%	?	?	30	-6%	2%	-13%	1%	-9%
COC(=O)C1=C(C)NC(C)=C(C(=O)OC)C1c1cc2cc(C)ccc2[nH]c1=O	14%[57.1 µM]	4%[57.1 µM]	-6%	0	-2%	-6%	-8%[11.4 µM]	-19%	-9%
COc1ccc2c(c1)C(=NNC(=O)c1ccccn1)c1cc(OC)ccc1-2	2%[57.1 µM]	1%[57.1 µM]	6%	-3	-3%	-3%	-8%	?	9%
CN(/C=C/C(=O)C(F)(F)F)Cc1ccccc1	-6%	1%	-6%	-2	-5%	0%	-24%	-19%	8%
CCc1nnc(NC(=O)c2cc(-c3ccccn3)nc3ccc(Br)cc23)s1	0%	3%	1%	1	-3%	-4%	-15%	-11%	0%
Cc1cccc(CSc2nc3c(cc2C#N)CCC3)c1	-3%	-4%	4%	-11	-1%	0%	-8%	-8%	-1%
COc1ccc2c(C#CCCO)c(-c3ccc(S(C)(=O)=O)cc3)sc2c1	129%[activator]	12%	-6%	2	-3%	-14%	?	21%	-3%
COc1cccc(Nc2nc(NCCO)c3ccccc3n2)c1	-2%	-9%	-3%	-7	-1%	1%	12%	4%	23%
O=C(O)CCCn1c(O)c(C=C2N=c3ccccc3=N2)sc1=S	-8%	-12%	-23%	-4	-13%	-16%	-34%	-18%	9%
C1CCN(c2c3c(nc4nnnn24)CCCC3)CC1	-10%	-8%	.	1	0%	-4%	23%	-5%	1%
CCCCn1ccnc1C	4%	19%	4%	-3	-5%	-5%	1%	-24%	9%
C=CCNC(=S)Nc1ccc(Cl)cc1	-4%[57.1 µM]	-12%[57.1 µM]	4%	-12	-1%	-2%	?	1%	-1%
Cc1cc(C)c(NC(=O)COC(=O)C2CCCO2)c(C)c1 (stereo not given)	-6%[2.29 µM]	10%[57.1 µM]	-1%	-5	-6%	5%	18%	-8%	5%

Part of the list above in order of count of non-hydrogen atoms, rising:
SMILES	TrxR1 substrate	rTrxR1 inhibitor	Vif-A3F inh	LDHA inh	GRP78 ERSR act	Vif-APOBEC3G blk	RGS4 inh	USP1-UAF1 inh	mIDH1 inhibitor
CN(/C=C/C(=O)C(F)(F)F)Cc1ccccc1	-6%	1%	-6%	-2	-5%	0%	-24%	-19%	8%
Cc1cc(C)c(NC(=O)COC(=O)C2CCCO2)c(C)c1 (stereo not given)	-6%[2.29 µM]	10%[57.1 µM]	-1%	-5	-6%	5%	18%	-8%	5%
COc1ccc(CCC(C)NC(=O)CCc2ccccc2)c(OC)c1 (stereo not given)	-4%[11.4 µM]	-6%[11.4 µM]	-25%	-6	-4%	-9%	8%	-32%	-2%

Rewritten in markdown: entries from further up
| smiles | TrxR1 substrate | rTrxR1 inhibitor | Vif-A3F inh | LDHA inh | GRP78 ERSR act | Vif-APOBEC3G blk | RGS4 inh | USP1-UAF1 inh | mIDH1 inhibitor |
| --- | --- | --- | --- | --- | --- | --- | --- | --- | --- |
| CC(=O)Nc1ccc(NC(=O)CCc2nc3sc4c(c3c(=O)[nH]2)CCCC4)cc1 | -6% | -5% | -24% | -3 | -4% | -6% | -19% | -9% | 8% |
| NC(=S)NNC(=O)[C@@H]1CCCC[C@@H]1C(=O)O | 2%[57.1 µM] | -1%[57.1 µM] | -9% | -3 | -5% | 2% | -35% | -6% | -2% |
| COc1ccccc1CN1CC(C(=O)NCCCCc2ccccn2)CCC1=O (stereo not given) | . | . | 0% | 1 | -2% | 5% | . | -19% | 3% |
| C=CCNC(=S)Nc1ccc(Cl)cc1 | -4%[57.1 µM] | -12%[57.1 µM] | 4% | -12 | -1% | -2% | ? | 1% | -1% |

Later entries.
SMILES	TrxR1 substrate	rTrxR1 inhibitor	Vif-A3F inh	LDHA inh	GRP78 ERSR act	Vif-APOBEC3G blk	RGS4 inh	USP1-UAF1 inh	mIDH1 inhibitor
O=C(NNS(=O)(=O)c1ccccc1)C1CC(c2cccnc2)=NO1 (stereo not given)	7%[57.1 µM]	16%[57.1 µM]	-15%	4	-2%	-1%	-43%	-17%	1%
COc1cc(/C=C2\N=C3CCCCCN3C2=O)ccc1O	?	50µM*	-15%	7	9%	-1%	-13%	?	3%
COc1ccc(N2CCN(c3cnc4ccccc4n3)CC2)cc1	-1%[57.1 µM]	-2%[57.1 µM]	13%	2	6%	3%	-6%	-15%	24%
COC(=O)c1ccc(NC(=O)C2CCCN2S(=O)(=O)c2ccc(F)cc2)cc1 (stereo not given)	-2%	8%	.	-1	-2%	2%	3%	-4%	-1%
CSc1nc(-c2ccco2)nn1C(=O)c1ccco1	3%	?	2%	-1	-4%	3%	-26%	-19%	15%
Cc1ccsc1C(=O)Nc1ccc(S(=O)(=O)N2CCOCC2)cc1	1%	5%	-1%	-4	-3%	1%	-9%	-12%	2%
Cc1ccc(S(=O)(=O)N2[C@@H](c3cccc(Cl)c3)C(C(=O)O)=CC[C@H]2c2ccc3c(c2)OCO3)cc1	3%[57.1 µM]	10%[57.1 µM]	7%	0	-3%	1%	6%	-21%	-7%
C#CCOCCOCCOCCNc1nc(N2CCN(C(=O)[C@H]([C@@H](C)CC)n3cc(CCCCN)nn3)CC2)nc(N2CCN(C(=O)[C@H](CCCCN)n3cc(CCCC)nn3)CC2)n1	4%	12%	-5%	0	-2%	0%	1%	-26%	-8%
Cc1ccc(Nc2nc(N)nc(CSc3nnc(-c4ccncc4)o3)n2)cc1	8%	13%	-5%	-4	10%	3%	-30%	-16%	2%
CCn1c(CCC(N)=O)nnc1SCC(=O)Nc1cccc(S(=O)(=O)N2CCCC2)c1	-7%	-4%	-10%	-4	-4%	0%	0%	-16%	1%
CC(C)n1c(Nn2cnnc2)nc2ccccc21	12%[57.1 µM]	18%[57.1 µM]	-5%	-5	-3%	-1%	-20%[11.4 µM]	-10%	5%
O=C(NC(=S)NCc1ccccc1)c1ccccc1[N+](=O)[O-]	-4%	-2%	15%	-11	-1%	-1%	-7%	-18%	-6%

rTrxR1 inhibitor: hit marks shown above.
SMILES	TrxR1 substrate	rTrxR1 inhibitor	Vif-A3F inh	GRP78 ERSR act	RGS4 inh	USP1-UAF1 inh
COc1cc(/C=C2\N=C3CCCCCN3C2=O)ccc1O	?	50µM*	-15%	9%	-13%	?
